# Screens (PubChem)
# NR2E3 ag-1 – agonists of human NR2E3 nuclear receptor | Q9Y5X4 | CHO-S Gal4-NCOR/VP16-NR2E3 two-hybrid, luciferase | inhibition of corepressor binding, % at 3.98 µM | actives 0.35% (n = 360,000) | AID 602229;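 active = inhibition above the mean of all tested compounds plus 3 SD, cut at about 70% in these data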;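 note: 0% = DMSO with NR2E3 transfected cells and 100% = cells lacking NR2E3 construct; higher means lower luciferase signal from less NR2E3 corepressor binding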
# Target sequence (Q9Y5X4 whole entry, looked up, the tested form may be a part): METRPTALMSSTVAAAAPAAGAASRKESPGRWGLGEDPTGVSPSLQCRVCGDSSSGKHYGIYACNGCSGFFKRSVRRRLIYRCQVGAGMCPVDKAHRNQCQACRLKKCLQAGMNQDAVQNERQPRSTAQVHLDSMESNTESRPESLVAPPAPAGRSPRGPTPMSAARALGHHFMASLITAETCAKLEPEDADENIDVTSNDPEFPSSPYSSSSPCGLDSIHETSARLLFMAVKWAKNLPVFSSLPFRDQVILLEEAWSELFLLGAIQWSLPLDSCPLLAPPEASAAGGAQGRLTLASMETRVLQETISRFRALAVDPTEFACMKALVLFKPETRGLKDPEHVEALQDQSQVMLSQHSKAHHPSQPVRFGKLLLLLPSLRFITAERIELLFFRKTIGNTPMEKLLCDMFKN
# CF NFkB block – cystic fibrosis NF-kB activation inhibition; actives 0.86% (n = 360,000); AID 588850; KKLEB NF-kB-GFP reporter, PAF-induced, GFP fluorescence overnight; inhibition, % at 5 µM;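 active = at least 50% inhibition at 5 µM, scaled per plate between neutral and stimulator controls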;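 note: PAF is a Pseudomonas aeruginosa culture filtrate used as stimulus; plate controls were PAF-stimulated DMSO wells for no effect and unstimulated DMSO wells for full effect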
# KKLEB tox – reduces viability of KKLEB cystic fibrosis airway cells. actives 0.36% (n = 360,000). activity change (cytotoxicity), % at 5 µM. KKLEB CF airway cells viability, ATPlite luminescence, overnight; stronger effect = lower value; cells stimulated with P. aeruginosa culture filtrate;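 active = corrected activity change at or below -50% at 5 µM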
# NR2E3 ag-2 – agonists of human nuclear receptor NR2E3; GST-NR2E3/biotin-RetCOR TR-FRET, 1536-well; actives 0.12% (n = 320,000); AID 2300; Q9Y5X4; inhibition of corepressor binding, % at 4.78 µM;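 active = percent inhibition above the cutoff of mean plus 3 SD of all tested compounds, set per screening campaign, cut at about 20% in these data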;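 note: 0% = DMSO wells and 100% = biotin wells as full block of FRET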
#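 System: GST-tagged NR2E3 plus biotinylated RetCOR corepressor; Amount: 1.35 nM GST-tagged NR2E3 final; Dosing: single nominal compound dose of 4.8 µM; Schedule: 5 h incubation at 4 °C; Technique: TR-FRET with europium anti-GST and streptavidin-D2, 340 nm excitation; Controls: biotin wells as high control, 0.6% DMSO wells as low control.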
# Shn3 inh set2 – reduces Shn3 3'UTR luciferase signal in osteoblasts | Clone20 osteoblast Shn3 3'UTR firefly luciferase, 24 h | inhibition, % at 12.5 µM | actives 0.52% (n = 360,000) | AID 588674;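 active = mean inhibition of at least 75% with every replicate also reaching 75%; inconclusive = mean inhibition at least 75% but some replicate below; inactive = mean inhibition below 75%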;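 note: 0% = median of neutral control wells and 100% = pilot-screen positive control compound; some compounds past the cut are filed as inactive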
# Peg3 promoter – Peg3 promoter activity inhibition | HeLa PEG-Prom luciferase reporter, luminescence, overnight | inhibition, % at 20 µM | actives 1.7% (n = 360,000);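 active = inhibition of at least 50% at 20 µM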
# HIF-2a inh – HIF-2a inhibition; 786-0 RCC cells HIF-2a reporter, luciferase luminescence, overnight; inhibition, % at 18.8 µM; actives 0.72% (n = 360,000); AID 624352;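 active = inhibition of the luminescence signal of 40% or more relative to plate controls, in a single-dose primary screen at 18.75 µM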
# CaV13 ICDI inh – Primary screen for inhibitors of IQ motif and Ca2+-dependent inactivation inhibitor domain binding in CACNA1D, Förster resonance energy transfer in living cells, …; HEK cells, CFP/YFP FRET ICDI-IQ, plate reader, 10 min; percent FRET-ratio fall versus neutral wells; inhibition, % at 12.3 µM; actives 0.098% (n = 340,000);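 active = mean replicate inhibition of at least 30% and at least 1% of replicates passing that level; inconclusive = only one of the two criteria is met; inactive = neither criterion is met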;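 note: 0% = median of the neutral control wells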
# Vif imaging – blocks HIV Vif function | HEK293T cells, Vif self-association by quenched fluorescence, imaging, 24 h | inhibition, % at 7.49 µM | actives 0.35% (n = 340,000) | AID 602346; in the data active = inhibition above about 50%, passing the limit was not always enough; inconclusive = no clear call, values can overlap the other calls; inactive = below about 31%; note: some results filed as inactive read as strong as hits
# PDI inh – blocks human protein disulfide isomerase activity. P07237. PDI insulin aggregation turbidity, A650, 90 min. inhibition, % at 10 µM. actives 0.052% (n = 350,000). AID 588391;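 active = mean inhibition across replicates of 30% or more, whatever share of single replicates reach that level; inconclusive = mean inhibition below 30% while every single replicate reaches 30%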;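 note: absorbance from insulin aggregation driven by PDI reduction with DTT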
# Target sequence (P07237 whole entry, looked up): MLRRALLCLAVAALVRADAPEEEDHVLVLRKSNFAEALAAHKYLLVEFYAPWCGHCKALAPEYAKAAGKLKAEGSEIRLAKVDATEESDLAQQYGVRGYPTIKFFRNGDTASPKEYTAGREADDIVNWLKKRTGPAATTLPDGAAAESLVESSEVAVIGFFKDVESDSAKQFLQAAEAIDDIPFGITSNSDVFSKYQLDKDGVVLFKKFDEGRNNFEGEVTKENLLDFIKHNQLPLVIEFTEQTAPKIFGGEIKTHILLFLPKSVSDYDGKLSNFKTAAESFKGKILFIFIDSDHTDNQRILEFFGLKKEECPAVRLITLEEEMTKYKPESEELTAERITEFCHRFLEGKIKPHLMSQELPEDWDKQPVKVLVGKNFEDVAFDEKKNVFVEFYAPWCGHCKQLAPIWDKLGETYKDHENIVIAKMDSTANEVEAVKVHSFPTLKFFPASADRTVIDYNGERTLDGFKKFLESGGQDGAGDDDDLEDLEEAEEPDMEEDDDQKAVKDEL
# TRPM1 prom inh – MITF TRPM1 promoter inhibition in SK-MEL-5 cells; inhibition, % at 12.5 µM; SK-MEL-5 TRPM1 promoter luciferase, 24 h; AID 488899; actives 0.83% (n = 330,000);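 active = mean inhibition across replicates of 60% or more, whatever share of single replicates reaches that level; inconclusive = some that reach 60%, reason not given; inactive = mean inhibition across replicates below 60%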; note: values of inactives mirror those of a sister screen read the other way
# Starred values were filed as active, the others as inactive; ? = inconclusive; . = not tested or not shown.
SMILES,NR2E3 ag-1,CF NFkB block,KKLEB tox,NR2E3 ag-2,Shn3 inh set2,Peg3 promoter,HIF-2a inh,CaV13 ICDI inh,Vif imaging,PDI inh,TRPM1 prom inh
OC(Cc1ccncc1)c1ccccc1Cl (configuration not stated),-20,9,1,.,-10,1,-2,-9,3,-3,3
CCOc1ccccc1C(=O)NCC(=O)Nc1ncccc1C,-14,-23,17,-1,11,6,-9,-5,7,-6,-1
COc1cc(/C=N/NC(=O)c2cc(O)cc(O)c2)ccc1OC(=O)c1ccccc1,7,-11,9,.,-7,-2,8,-6,1,8,2
C#CCOCCOCCOCCNc1nc(N2CCN(C(=O)[C@H]([C@@H](C)CC)n3cc([C@@H](N)Cc4ccc(O)cc4)nn3)CC2)nc(N2CCN(C(=O)[C@H](Cc3cc4ccccc4[nH]3)n3cc([C@@H](N)CC(C)C)nn3)CC2)n1,-3,12,-11,1,-13,-11,4,.,3,25,10
COc1ccc(-n2nnnc2SCC(=O)Nc2ccc3c(c2)OCCO3)c(OC)c1,27,7,3,2,16,-9,-87,.,2,0,-2
Cc1cc2oc(C(=O)Nc3ccc(S(=O)(=O)Nc4onc(C)c4C)cc3)cc(=O)c2cc1Cl,10,4,-3,1,11,-20,5,-2,3,10,0
CC(Sc1nnc(N)s1)C(=O)Nc1nccs1 (configuration not stated),-9,6,4,3,8,13,2,.,-7,-22,0
Cc1cccc(OCCn2nc(C(=O)O)c3ccccc3c2=O)c1,-11,12,0,1,2,15,12,.,12,-2,1
CCCCC1=NN(C(=O)c2ccncc2)C(O)(C(F)(F)F)C1 (configuration not stated),2,6,12,-1,2,8,13,-20,2,-1,.
COC(=O)c1sc(N)c(C(=O)OC)c1CSc1nnnn1C,-16,-17,10,2,-5,6,11,-5,17,-8,-4
Cc1cc(=O)oc2cc(NC(=O)CCC(=O)O)ccc12,-3,9,5,2,-5,-2,-18,-6,6,-2,-11
Cc1ccc(NS(=O)(=O)c2c(C(=O)N3CCCCCC3)c(C)n(C)c2C)cc1C,-6,3,-5,1,-2,13,16,-2,-5,2,4
Cn1c(=O)c2[nH]cnc2n(-c2ccccc2)c1=O,4,-9,-1,0,4,10,19,-1,0,-1,3
CCn1c(Cc2ccccc2)nnc1SC(C)C(=O)NC1CC1 (configuration not stated),5,-6,5,-1,-23,-18,8,-3,-1,0,9
O=C(Cc1ccccc1)N1CCC(C(=O)N2CCN(c3ccc(F)cc3)CC2)CC1,-9,-1,-17,0,-4,19,11,-5,-6,4,-3
Cc1ccc(C(=O)O)cc1S(=O)(=O)N1CCCC1,-32,0,-2,-3,-11,9,14,-5,-1,-4,-4
Cc1ccc(NC(=S)N(CCCN2CCOCC2)Cc2cccs2)c(C)c1,-30,6,4,-3,7,16,20,-10,-2,13,4
Cc1ccc(NC(=O)c2cc(=O)[nH]c3ccccc23)cc1C,-7,4,-2,.,8,-9,-1,1,2,3,.
O=C(O)c1ncsc1-c1ccccc1,-7,-14,18,0,3,10,12,-2,1,6,-1
COc1ccc(Cc2nc3ccc(C(=O)NCC4COCCO4)cc3o2)cc1 (configuration not stated),7,10,-1,-2,-8,-10,-16,-2,3,2,-3
Nc1c(C(=O)NCc2ccco2)c2nc3ccccc3nc2n1CCc1ccccc1,-14,-19,-1,.,16,16,-44,?,8,4,17
C=CCn1c(SCC(=O)NC2CC2)nnc1-c1cccc(OC)c1,-21,-6,27,5,-12,-3,10,-6,7,5,-7
Cc1cc(N(CN2CCCC2=O)C(=O)c2ccc(OC(C)C)cc2)no1,-18,-6,3,2,1,-14,-8,-6,-3,13,-2
CCOC(=O)c1c(C)[nH]c(C(=O)OCC(=O)NCc2ccc(F)cc2)c1C,7,13,-23,7,-2,24,-10,-8,-4,-6,-4
COCCN(C(=O)CNC(=O)c1ccco1)C(C(=O)NC1CCCCC1)c1cccc(OC)c1 (configuration not stated),-30,-10,-7,1,8,6,17,-1,-4,-8,-10

# (further entries)
SMILES,NR2E3 ag-1,CF NFkB block,KKLEB tox,NR2E3 ag-2,Shn3 inh set2,Peg3 promoter,HIF-2a inh,CaV13 ICDI inh,Vif imaging,PDI inh,TRPM1 prom inh
CCC(C)(C)NC(=O)C(c1ccc(OC)cc1)N(CCOC)C(=O)CCC(=O)Nc1nccs1 (configuration not stated),-5,0,-9,1,-16,11,15,1,7,-3,7
CC(C)CC(NC(=O)C(COCc1ccccc1)NC(=O)OC(C)(C)C)C(=O)NN (configuration not stated),12,13,-2,1,1,5,16,1,-3,6,7
Cc1cccc(-c2nc(CN3CCN(C(=O)C4CCCO4)CC3)cs2)c1 (configuration not stated),-16,10,-7,-1,1,-13,-34,-7,-13,-13,7
O=S(=O)(Nc1ccccn1)c1cccs1,-5,15,-36,1,3,-3,19,4,-4,10,5
O=C(NCc1cccc(C(F)(F)F)c1)C1CC(c2cccc(F)c2)=NO1 (configuration not stated),-16,13,-11,3,-6,12,10,-14,-9,-6,-8
CCCc1ccc(C(=O)NC(=O)c2ccccc2O)cc1,6,-7,-7,-3,1,-102,-195,-6,-23,0,4
Cc1cccc(C)c1NC(=O)C1NC(=O)CC1c1ccccc1 (configuration not stated),-4,7,-4,3,3,-7,0,-2,-3,.,-9
CC(C)(C)c1nn2cnnc2n(/N=C/c2ccc(O)cc2)c1=O,-28,2,7,-5,-13,3,15,-3,-2,-1,-3
CCN(CC)S(=O)(=O)c1cc(C)ccc1SC,-23,-14,-12,1,-25,12,10,-5,-1,0,1
CC1CCN(C(=O)c2ccc(NS(=O)(=O)c3cccs3)cc2)CC1,-28,-5,-11,4,-11,-6,-26,-2,1,-3,-11
O=C(Nc1cc(=O)[nH]c(=O)[nH]1)c1cc(Cl)ccc1Cl,-25,3,-3,1,-58,12,18,-7,5,11,16
COc1ccc(NC(=O)C[C@@H]2C(=O)N(c3ccc(OC)cc3)CC2(C)C)cc1,-13,6,4,.,-30,2,5,-6,7,-5,.
CCCC1=Nc2cc(C(=O)N3CCC(C(N)=O)CC3)ccc2Sc2ccccc21,-1,-14,6,-2,6,5,5,-4,-14,5,-8
C=CCNCCCCOc1c(Cl)cc(C)cc1Br,1,1,-19,2,9,-1,9,-3,25,-9,-7
COCCSc1nnc(NC(=O)C2CC(=O)N(c3ccccc3)C2)s1 (configuration not stated),-9,10,-2,-3,10,12,7,-2,-7,4,-11
ON=C(c1ccccc1)c1ccc2c3c(cccc13)CC2,-22,21,-15,.,-3,35,30,-9,0,0,.
CCCC1=C(C(=O)OCC)C(c2ccco2)C(C#N)=C(N)O1 (configuration not stated),1,-4,-6,0,4,3,18,-3,18,-5,-4
COc1cc2nc(CN3CCOCC3)n(CC(=O)NCC(F)(F)F)c(=O)c2cc1OC,-18,-8,11,-3,0,12,18,-2,.,5,11
COc1ccc(Br)cc1C(=O)NC(=S)Nc1cc(-c2nc3ccccc3[nH]2)ccc1C,-25,6,-13,4,-7,18,-128,-4,-2,4,-10
NC(=O)C1CCN(C(=O)/C(=C/c2ccccc2)NC(=O)c2ccccc2)CC1,-15,-1,10,.,8,-15,-8,17,-3,9,-4
CCN(C[C@H]1N[C@@](C)(C(=O)OC)[C@H]2C(=O)N(C)C(=O)[C@@H]12)C(=O)Nc1ccc(C(F)(F)F)cc1,6,22,1,.,57,-4,-5,-4,-2,-2,-9
CC1(C)CC(=O)C=C(NCc2ccncc2)C1,2,24,-10,-1,-18,-4,-4,-5,-8,-64,-10
Cc1ccc(NC(=O)C2C3C=CC4(O3)C2C(=O)N(CCCN2CCOCC2)C4C(=O)NC2CCCCC2)cc1Cl (configuration not stated),-12,-12,4,3,-10,17,12,-3,36,17,1
COc1ccc(C2(CNC(=O)/C=C\c3ccco3)CCCC2)cc1OC,-4,8,-13,0,13,-10,27,-4,14,3,0
COC(=O)[C@@]1(Cc2ccccc2)[C@@H]2C(=CC(=O)[C@H]2CC(=O)C(=O)N(C)C)CN1C(=O)c1ccccc1,10,14,14,1,38,9,68*,.,10,0,47

# Carrying on.
SMILES,NR2E3 ag-1,CF NFkB block,KKLEB tox,NR2E3 ag-2,Shn3 inh set2,Peg3 promoter,HIF-2a inh,CaV13 ICDI inh,Vif imaging,PDI inh,TRPM1 prom inh
NC(N)=NS(=O)(=O)c1ccc(NC(=S)NC(=O)/C=C/c2ccccc2)cc1,0,7,3,-6,13,16,13,-5,-3,-5,12
CCN1CCN(C(CNS(=O)(=O)c2ccc(C)cc2)c2ccccc2)CC1 (configuration not stated),6,15,6,.,-25,8,5,-5,3,3,-13
Cc1ccc(C(=O)Oc2cccnc2)cc1[N+](=O)[O-],5,-14,7,1,79,2,11,-5,2,-10,5
Oc1ccc2ccc3[nH]cnc3c2c1,-30,14,-6,-1,-9,-52,26,-5,-2,-7,-1
C=CCn1c(O)c(N=NC(=O)CNC(=O)c2ccncc2)c2ccccc21,-30,10,4,0,-8,-69,12,-2,11,4,3
CCN(CC)S(=O)(=O)c1ccc2[nH]c(=O)[nH]c2c1,-3,2,-3,2,1,17,12,-4,2,5,-1
Cc1noc(C)c1S(=O)(=O)N1CCCC(C(=O)Nc2ccc(Cl)cn2)C1 (configuration not stated),-28,10,11,0,8,16,18,.,-11,2,6
CCOC(=O)CNC(=O)C(CC(N)=O)NC(=O)OC(C)(C)C (configuration not stated),-10,-18,8,4,.,14,6,-4,-2,-1,.
O=C(Nc1ccccc1N1CCN(C(=O)c2ccc(Cl)cc2)CC1)c1cccc([N+](=O)[O-])c1,-31,31,-18,-5,4,20,15,.,4,-4,2
FC(F)(F)Oc1ccc(NC(=S)NCc2ccccc2)cc1,-4,20,-5,2,-6,9,-20,-8,9,6,2
CS(=O)(=O)Nc1ccc(C(=O)NCCSCc2ccco2)cc1,-12,10,-8,-4,-18,-8,-17,-5,5,-5,-1
Cc1c(C)c2ccc(OC3CCCCC3=O)cc2oc1=O (configuration not stated),-15,-6,-2,0,-9,-61,-68,-5,8,8,-24
Cc1cccc(N2C(=O)CC(N(C(=O)c3ccco3)c3cccc(C)c3)C2=O)c1 (configuration not stated),-6,2,-5,0,-5,30,-1,-9,3,-11,9

# Ordered by length of the SMILES (largest number first): some entries from above.
SMILES,NR2E3 ag-1,CF NFkB block,KKLEB tox,NR2E3 ag-2,Shn3 inh set2,Peg3 promoter,HIF-2a inh,CaV13 ICDI inh,Vif imaging,PDI inh,TRPM1 prom inh
Cc1cccc(N2C(=O)CC(N(C(=O)c3ccco3)c3cccc(C)c3)C2=O)c1 (configuration not stated),-6,2,-5,0,-5,30,-1,-9,3,-11,9
NC(N)=NS(=O)(=O)c1ccc(NC(=S)NC(=O)/C=C/c2ccccc2)cc1,0,7,3,-6,13,16,13,-5,-3,-5,12
Cc1noc(C)c1S(=O)(=O)N1CCCC(C(=O)Nc2ccc(Cl)cn2)C1 (configuration not stated),-28,10,11,0,8,16,18,.,-11,2,6
